Bioassay records (PubChem)
HIV Rev-RRE inh = HIV-1 Rev-RRE binding inhibitors, primary screen, biochemical, FRET, protein-RNA interaction | P05866 | Rev peptide-RRE RNA binding | inhibition, % at 8 µM | actives 0.79% (n = 97,000) | AID 704, 2007;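 active = inhibition above the screen-wide mean plus 3 SD, cut at about 35% in these data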;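 note: 0% = median DMSO wells and 100% = median Neomycin B control wells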
Target sequence (P05866 whole entry, looked up): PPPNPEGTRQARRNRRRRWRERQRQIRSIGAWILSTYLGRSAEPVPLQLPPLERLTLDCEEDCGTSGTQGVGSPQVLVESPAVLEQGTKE
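Material: labelled RRE RNA duplex and labelled Rev peptide / Buffer or medium: HEPES pH 7.5 salt buffer with EDTA / Compound dosing: single point, 8 µM final nominal compound concentration / Benchmarks: DMSO low control, neomycin B high control / Timing: 5 min preincubation and 15 min binding, 25 °C / Technique: FRET fluorescence readout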
S1P2 agonist = S1P2 receptor agonists, primary screen, cell-based; S1P2-expressing cell line, agonist reporter read-out; activation, % at 4.5 µM; actives 0.46% (n = 97,000); AID 729, 2007; in the data active = activation above about 16%;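 note: 0% = vehicle low control and 100% = maximal reference agonist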
PostGolgi ctrl = growth inhibition of yeast control strain, primary screen, counter-screen for post-Golgi transport modulator project. efflux-deficient yeast background strain, growth absorbance A615, 16 h. inhibition, % at 10 µM. actives 5% (n = 98,000)
EphB4 ephrin blk = EphB4-ephrin-B2 interaction antagonists, primary screen, biochemical, TNYL-RAW peptide probe, fluorescence polarization; Ephrin type-B receptor 4 (Homo sapiens), P54760; EphB4 LBD / TNYL-RAW-Alexa532 peptide; inhibition, % at 7 µM; actives 0.15% (n = 97,000); AID 720, 2007;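 active = inhibition above the screen-wide mean inhibition plus 3 SD, cut at about 15% in these data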;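 note: 0% = DMSO wells and 100% = excess unlabeled TNYL-RAW peptide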
LYP act = LYP phosphatase activators, primary screen, biochemical, DiFMUP fluorescence, 2 µM; Tyrosine-protein phosphatase non-receptor type 22 (Homo sapiens), Q9Y2R2; recombinant LYP; 0 = plate median, 100 = signal doubled; activation, % at 2 µM; actives 0.11% (n = 96,000); AID 697, 2007;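 active = activation at 2 µM above a set limit, the mean plus 5 SD, cut at about 37% in these data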
S1P2 blocker = human S1P2 receptor antagonists, primary screen, cell-based; Sphingosine 1-phosphate receptor 2 (Homo sapiens), O95136; cell-based S1P2 antagonist assay, inhibition at 5 uM; inhibition, % at 5 µM; actives 0.21% (n = 97,000); in the data active = inhibition above about 45%;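 note: CRE beta-lactamase reporter cells expressing human S1P2 stimulated with S1P; 0% = agonist at EC80 alone and 100% = agonist plus reference antagonist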
LYP inh 2 = PTPN22 phosphatase inhibitors, primary screen, biochemical, DiFMUP fluorescence, 2 µM | recombinant LYP catalytic domain | inhibition, % at 2 µM | actives 0.21% (n = 96,000) | AID 640, 2007;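 active = inhibition at 2 µM at or above a set limit, the screen mean plus 3 SD, cut at about 24% in these data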;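 note: 0% = DMSO with enzyme and 100% = enzyme fully blocked by orthovanadate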
FAK blocker = FAK kinase inhibitors, primary screen, biochemical | inhibition, %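 (tested at 7 µM)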 | biochemical FAK kinase activity assay | Focal adhesion kinase 1 (Homo sapiens), Q05397 | actives 0.84% (n = 97,000) | AID 727, 2007; in the data active = inhibition above about 19%;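 note: 0% = DMSO and 100% = reference compound high control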
Target sequence (Q05397 whole entry, looked up): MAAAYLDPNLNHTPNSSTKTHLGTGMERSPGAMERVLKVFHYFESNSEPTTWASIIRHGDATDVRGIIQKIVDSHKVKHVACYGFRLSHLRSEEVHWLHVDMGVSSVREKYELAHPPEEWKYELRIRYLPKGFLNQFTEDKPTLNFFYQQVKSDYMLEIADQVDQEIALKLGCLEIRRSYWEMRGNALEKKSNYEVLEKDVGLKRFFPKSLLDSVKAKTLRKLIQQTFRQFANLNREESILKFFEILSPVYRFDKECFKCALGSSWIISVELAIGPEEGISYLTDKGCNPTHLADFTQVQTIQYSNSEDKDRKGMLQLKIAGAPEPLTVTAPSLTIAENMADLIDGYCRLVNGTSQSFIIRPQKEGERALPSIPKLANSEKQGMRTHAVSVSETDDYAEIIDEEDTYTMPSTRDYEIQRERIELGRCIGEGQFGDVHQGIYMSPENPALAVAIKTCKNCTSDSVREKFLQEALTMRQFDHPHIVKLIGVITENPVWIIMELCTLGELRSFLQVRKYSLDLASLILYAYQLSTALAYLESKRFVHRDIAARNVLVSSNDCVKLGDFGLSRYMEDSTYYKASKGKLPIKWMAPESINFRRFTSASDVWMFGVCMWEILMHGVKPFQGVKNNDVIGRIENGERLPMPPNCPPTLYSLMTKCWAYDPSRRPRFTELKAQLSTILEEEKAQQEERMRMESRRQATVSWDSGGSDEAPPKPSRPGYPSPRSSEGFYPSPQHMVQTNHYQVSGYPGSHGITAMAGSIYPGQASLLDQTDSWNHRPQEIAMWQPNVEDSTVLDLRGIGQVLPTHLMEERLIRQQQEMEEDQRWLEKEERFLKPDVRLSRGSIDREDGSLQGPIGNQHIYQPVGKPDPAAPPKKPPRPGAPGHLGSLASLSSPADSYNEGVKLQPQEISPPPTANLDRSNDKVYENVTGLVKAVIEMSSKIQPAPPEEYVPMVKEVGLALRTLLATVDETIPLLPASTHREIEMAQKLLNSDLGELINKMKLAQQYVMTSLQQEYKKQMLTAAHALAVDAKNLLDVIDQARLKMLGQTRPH
PostGolgi yeast = phenotypic screen on post-Golgi transport, primary screen; actives 0.9% (n = 98,000); post-Golgi transport phenotypic cell assay; inhibition, % at 10 µM;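 note: yeast cells grown in 1536-well plates; yeast grown about 18 h at 30C before absorbance read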
Numbers without * were called inactive; x = no result given. Cut-off read from the data, not from the text of the source, unless noted: active = inhibition above about 30%; inactive = the rest.

Screens in order: HIV Rev-RRE inh	S1P2 agonist	PostGolgi ctrl	EphB4 ephrin blk	LYP act	S1P2 blocker	LYP inh 2	FAK blocker	PostGolgi yeast
> CCc1ccc(NC(=O)CS(=O)CC(=O)NCCCc2ccccc2)cc1 (stereo not drawn)
  7	-4	21	4	2	13	0	17	-3
> Cc1[nH]n(-c2cccc(Cl)c2)c(=O)c1/C=N/n1c(C)nc2ccccc2c1=O
  6	-3	9	-8	-3	-2	5	-1	-7
> O=C1C(=C2CCCCC2)SC(=S)N1Cc1ccco1
  6	-3	16	10	3	-10	-5	1	-1
> CCn1c(SCC(=O)N2CCN(c3cccc(Cl)c3)CC2)nc2ccccc2c1=O
  -1	-2	x	2	-16	-17	14	-1	x
> CC1CN(C(=O)c2cccc(C(=O)N3CC(C)OC(C)C3)c2)CC(C)O1 (stereo not drawn)
  9	-7	5	4	4	-7	-3	-1	19
> COc1cccc(CNc2ccc(F)c(Cl)c2)c1O
  -1	-5	13	-10	12	0	-15	4	5
> O=C(CCNS(=O)(=O)c1cccc2nsnc12)N1CCc2ccccc21
  3	-4	5	2	-1	0	2	0	9
> COc1ccc(OCC(O)CN2C(=O)NC(C)(C)C2=O)cc1 (stereo not drawn)
  6	-3	8	-6	6	17	-8	-3	-3
> CCn1c(SCC(=O)Nc2ccccc2F)nc2c(c1=O)SC(C)C2 (stereo not drawn)
  3	-1	103*	4	17	16	-14	0	-4
> O=C1OCCC1Sc1ncnc2sc3c(c12)CCC3 (stereo not drawn)
  5	-4	2	1	-9	5	15	3	-8
> Cc1c(Br)cc(C(=O)N2CCCC2)c(C)c1C
  3	-11	3	6	0	11	-2	-1	0
> Cn1nc(C(F)(F)F)c2cc(NC(=O)OCC(C)(C)C)sc21
  16	-5	8	-1	1	-6	-3	7	-4
> COCCOC(=O)C1=C(C)N=c2s/c(=C\c3cccs3)c(=O)n2C1c1cccs1 (stereo not drawn)
  0	-1	5	-3	8	-2	-8	9	-1
> O=C(OCN1C(=O)c2ccccc2C1=O)c1ccc2c(=O)n3c(nc2c1)CCC3
  3	-4	x	9	-3	5	6	1	x
> CCc1nnc(NC(=O)CSc2nnc(Cc3cccn3C)n2C)s1
  1	-2	3	-6	-6	6	4	0	11

(cont.)
Screens in order: HIV Rev-RRE inh	S1P2 agonist	PostGolgi ctrl	EphB4 ephrin blk	LYP act	S1P2 blocker	LYP inh 2	FAK blocker	PostGolgi yeast
> Cc1ccccc1OCC(=O)NC(=S)Nc1ccc(Br)c(C)n1
  9	-12	-1	0	-6	6	8	-2	-4
> CC(C)Nc1nc(Oc2ccc(Cl)cc2)cc(C(F)(F)F)n1
  14	-3	-1	-4	8	12	-4	-5	-3
> COc1ccc(/C=N/n2c(-c3cccs3)n[nH]c2=S)cc1
  -2	-4	40*	-2	-14	18	16	2	2
> CCC(=O)Nc1ccc(NC(=O)CSc2nnnn2CC)cc1C
  1	-8	1	-2	12	5	-15	-2	-4
> Fc1ccccc1-c1nc(-c2ccccc2)no1
  2	-7	-7	0	6	-2	-2	-1	7
> COc1cccc(-c2cc(C(F)(F)F)nc(N3CCC(C)CC3)n2)c1
  41*	-4	8	1	-2	12	0	2	1
> O=C(NC1CCc2ccccc21)C12CN(Cc3ccccc3)CC1C(c1cccc([N+](=O)[O-])c1)=NO2 (stereo not drawn)
  8	-1	0	4	2	3	-4	2	-10
> Cc1oc2ccc(O)cc2c1C(=O)OC(C)C
  2	-1	x	0	21	-13	-21	1	x
> O=C(O)/C(=C1/OC(=O)c2ccccc21)c1ccccc1
  6	-8	9	-1	2	11	-4	-1	-1
> O=C1c2ccccc2C(=O)N1CCCC(=O)N1CCc2ccccc21
  -2	-3	7	-5	5	-12	-3	-1	-6
> CC(C)Cn1c(SCc2nc3ccccc3c(=O)[nH]2)nc2ccccc2c1=O
  5	-1	1	0	-3	3	8	7	-14
> Cc1cc(C)cc(-c2nnc(SCC(=O)NCc3cccs3)o2)c1
  6	-6	12	-1	3	-4	-7	0	3
> NC(=O)c1cccn1Cc1cccc(Cl)c1
  10	-3	9	0	4	-4	-5	1	-2
> Cc1ccc2nc(NC(=O)C(NS(=O)(=O)c3cccc4nsnc34)C(C)C)sc2c1 (stereo not drawn)
  13	-6	8	3	-2	4	-2	8	-6
> Cc1nc2ncnn2c(C)c1CCC(=O)NCc1ccco1
  3	-3	4	-4	-1	0	-2	3	10

(list continues)
Screens in order: HIV Rev-RRE inh	S1P2 agonist	PostGolgi ctrl	EphB4 ephrin blk	LYP act	S1P2 blocker	LYP inh 2	FAK blocker	PostGolgi yeast
> CCn1c(CNc2ccc(Cl)cc2)nnc1SCC(=O)NCc1ccccc1
  7	-6	9	3	10	17	-11	-1	16
> CCc1ccc(C(=O)COc2ccc(NC(C)=O)cc2)cc1
  -4	-1	-7	-4	-8	-16	8	0	-19
> Cn1c(SCC(=O)Nc2ccc3c(c2)OCCO3)nnc1-c1ccco1
  1	-4	3	-2	2	5	-4	1	-2
> COc1cccc2cc3c(=O)oc4ccccc4c3nc12
  10	-2	4	-4	2	-7	3	2	7
> Cc1cccc(N(CC(=O)Nc2c(C)n(C)n(-c3ccccc3)c2=O)S(C)(=O)=O)c1
  7	-2	9	9	-6	15	3	-2	-2
> Cc1ccc(C(=O)N2CC3(C(C)C)CN(C(=O)c4ccc(C)cc4)CC(C(C)C)(C2)C3=O)cc1
  8	-11	8	1	28	23	-25	-1	1
> CCOC(=O)CSc1nc2cc(C(=O)N3CCC(C(N)=O)CC3)ccc2c(=O)n1-c1ccccc1
  8	-1	6	1	11	-12	-12	4	-7
> CC1CCCC(NC(=O)Nc2cccs2)C1C (stereo not drawn)
  5	-3	10	-1	27	0	-26	2	8
> CCOc1ccc(C(=O)OC2CCN(C)CC2)cc1
  3	-2	x	2	-9	-6	9	-1	x
> CCSc1nnnn1-c1ccccc1
  3	-3	-7	3	8	-20	-10	1	-3
> COc1ccc(CCNC(=O)CC2Nc3ccccc3NC2=O)cc1 (stereo not drawn)
  8	-3	5	4	-4	19	1	-2	-12
> O=c1c2ccccc2nnn1CSc1nc2cc(Cl)ccc2c(=O)n1Cc1ccco1
  11	-2	x	8	-9	-12	5	-1	x
> Cn1c(=O)cc(SCC(=O)NCCN2CCN(c3ccccc3F)CC2)c2cc(Cl)ccc21
  6	-9	11	5	-33	1	33*	-3	-2
> Clc1cccc(NCc2nnc(SCc3ccc(Cl)cc3Cl)o2)c1
  10	-4	x	0	5	14	-6	2	x
> Cc1ccc(-c2cc(NC(=O)CCl)n(-c3ccccc3)n2)cc1
  8	-1	20	8	-3	3	3	0	1

Additional records.
Screens in order: HIV Rev-RRE inh	S1P2 agonist	PostGolgi ctrl	EphB4 ephrin blk	LYP act	S1P2 blocker	LYP inh 2	FAK blocker	PostGolgi yeast
> Cc1nc2ccc(NC(=O)N3CCSCC3)cc2nc1C
  0	2	8	-3	8	-28	-9	2	-8
> COc1ccc(N(CC(=O)N2CCCCC2)S(=O)(=O)c2c(C)nn(C)c2C)cc1
  1	-6	-1	4	-3	7	2	-2	-1
> Cc1cc(C)c2c(n1)nn1c(NCCCN(C)C)cc(C)nc21
  6	-5	9	2	0	24	-2	0	-6
> CN(CC(=O)O)S(=O)(=O)c1cc(Cl)ccc1Cl
  3	-6	4	-3	0	-10	2	1	-6
> S=C(NCc1ccco1)Nc1cccc(Cl)c1
  4	-4	-3	-7	5	-1	1	8	0
> Cc1ccccc1NC(=O)N1CCCC(c2nc(-c3ccc(C(C)C)cc3)no2)C1 (stereo not drawn)
  2	-1	25	-1	-8	8	6	1	-15
> COc1ccccc1-c1noc(-c2cccnc2)n1
  -2	-2	3	6	7	-4	-3	-4	10
> CCOC(=O)CC1C(C(=O)OCC)ON2OC(C(=O)OC)C(C(=O)OCC)C12 (stereo not drawn)
  2	-2	9	-1	5	-22	-3	1	-5
> CCN(CCCNC(=O)CCn1c(=O)[nH]c2ccccc2c1=O)c1cccc(C)c1
  7	-5	0	4	3	7	-2	7	-5
> CCCC(=O)Nn1cnc2c(c1=O)C1(CCCCC1)Cc1ccccc1-2
  8	-1	35*	0	-3	-10	5	0	-1
> Cc1ccc(CN2C(=O)CCC2C(=O)NCCN2CCOCC2)cc1 (stereo not drawn)
  11	-7	-5	0	-2	6	0	4	-11
> CCc1cccc(CC)c1NC(=O)C1CC(=O)N(c2ccc3c(c2)OCCO3)C1 (stereo not drawn)
  10	-5	7	2	-2	-9	1	-2	-1
> O=C(CSc1nc2c(cnn2-c2ccccc2)c(=O)[nH]1)c1ccc(Cl)cc1
  4	0	x	4	-25	-15	22	10	x
> O=C(NCc1ccco1)c1cnn2c(C(F)(F)F)cc(-c3ccccc3)nc12
  0	-4	25	5	0	-12	-3	-4	16
> Cn1c(SCC(=O)N2CCOCC2)nnc1-c1ccc(Cl)cc1Cl
  -1	-6	13	-11	9	9	-12	-3	0

Additional entries follow.
Screens in order: HIV Rev-RRE inh	S1P2 agonist	PostGolgi ctrl	EphB4 ephrin blk	LYP act	S1P2 blocker	LYP inh 2	FAK blocker	PostGolgi yeast
> CSc1nc(-c2ccc(C)cc2)nc(C(Cl)Cl)n1
  -2	-4	-4	-1	8	18	-4	-8	3
> C/C(=N\NC(=O)c1ccccc1O)C1C(=O)c2ccccc2C1=O
  10	-1	9	4	-8	0	8	-3	-1
> CN(C)/C=C1\N=C(c2ccc(Cl)cc2Cl)OC1=O
  -6	-2	6	2	-6	-25	8	2	-5
> CC1CCN(Cc2nc3c(c(=O)n(C)c(=O)n3C)n2CCCc2ccccc2)CC1
  8	1	11	-2	6	-22	-7	0	-7
> O=C(O)c1cccc(NC(=O)C23CC4CC(C2)CC(n2cnc(Cl)n2)(C4)C3)c1
  -1	1	1	-10	0	-15	0	0	5
> Cc1occc1C(=O)NCc1ccccc1F
  10	-2	1	6	3	-13	-4	-3	-1
> COc1cc(S(=O)(=O)NC(C)C)ccc1Cl
  -2	-2	6	2	13	-30	-11	-2	1
> COc1ccccc1N1CCN(c2nnc(-c3ccc(F)cc3)c3ccccc23)CC1
  -2	-2	8	-6	-11	-5	13	0	2
> Cc1nc(N2CCN(Cc3ccc4c(c3)OCO4)CC2)nc2c1C(=O)CC(c1ccco1)C2 (stereo not drawn)
  9	-1	1	-5	-3	-13	1	2	10
> CC1CCN(S(=O)(=O)c2cc(Br)cc(C(=O)NC3=NCCS3)c2)CC1
  17	-7	25	17*	-9	16	6	8	1
> O=S(=O)(Nc1cccc2ccccc12)N1CCCC1
  7	-7	9	3	-1	-7	0	2	17
> O=S(=O)(c1ccc(F)cc1)N1CCC(O)(c2ccc3c(c2)OCO3)CC1
  5	-3	11	1	-6	10	3	-2	-8
> Cc1ccc(C(C)C)c(OCc2nnc(SCC(=O)Nc3nccs3)n2C)c1
  2	-5	10	-7	4	2	-3	-1	-13
> O=C(NCCN1CCOCC1)C1CCC(CNS(=O)(=O)c2ccc(Cl)cc2)CC1 (stereo not drawn)
  2	-4	-3	5	2	-10	-3	0	18
> CC(C)(C)c1ccc(SCC(N)=O)cc1
  1	-6	7	2	9	10	-11	-5	-3

Whole records, looked up by structure. Values in the order: HIV Rev-RRE inh	S1P2 agonist	PostGolgi ctrl	EphB4 ephrin blk	LYP act	S1P2 blocker	LYP inh 2	FAK blocker	PostGolgi yeast
C/C(=N\NC(=O)c1ccccc1O)C1C(=O)c2ccccc2C1=O is listed as 10	-1	9	4	-8	0	8	-3	-1
O=C(NCc1ccco1)c1cnn2c(C(F)(F)F)cc(-c3ccccc3)nc12 is listed as 0	-4	25	5	0	-12	-3	-4	16
Cn1c(SCC(=O)Nc2ccc3c(c2)OCCO3)nnc1-c1ccco1 is listed as 1	-4	3	-2	2	5	-4	1	-2
Cc1c(Br)cc(C(=O)N2CCCC2)c(C)c1C is listed as 3	-11	3	6	0	11	-2	-1	0
